Source: PubChem BioAssay (Sanford-Burnham Center for Chemical Genomics)
Scp-1 inhibitor: blocks human Scp-1 phosphatase activity; Q9GZU7; Recombinant Scp1, phosphopeptide, malachite green phosphate absorbance; inhibition, % at 20 µM; 0.88% of 340,000 active; AID 493091;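 active = inhibition above about 50% at 20 µM, limit read from the data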;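 also: plate controls were DMSO wells with enzyme for no effect and wells lacking enzyme for full effect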
Target sequence (Q9GZU7 76-261 limits assumed): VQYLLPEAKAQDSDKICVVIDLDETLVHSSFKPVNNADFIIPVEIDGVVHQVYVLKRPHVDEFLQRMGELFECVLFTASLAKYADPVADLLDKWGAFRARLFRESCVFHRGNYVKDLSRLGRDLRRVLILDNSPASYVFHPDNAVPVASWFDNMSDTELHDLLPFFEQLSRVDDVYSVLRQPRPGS
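Material – SCP-1 phosphatase catalytic domain, residues 76-261 · Buffer or medium – Acidic Tris acetate buffer with magnesium and detergent · Also added – Phospho 17-mer peptide substrate · Compound – single 20 µM dose, 1% DMSO · Times – 45 min room-temperature reaction, 5 min colour, 30 min stabiliser · Technique – Phosphate-binding colour reagent, absorbance read at 630 nm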
STEP block: STEP (human) phosphatase inhibition | P54829 | recombinant STEP, OMFP fluorogenic substrate, fluorescence | inhibition, % at 20 µM | 0.25% of 360,000 active | AID 588621;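 active = inhibition at 20 µM, scaled per plate between control wells, above about 37%, limit read from the data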;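 also: 0% = DMSO with enzyme and substrate and 100% = substrate only without enzyme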
Target sequence (P54829 whole entry, looked up): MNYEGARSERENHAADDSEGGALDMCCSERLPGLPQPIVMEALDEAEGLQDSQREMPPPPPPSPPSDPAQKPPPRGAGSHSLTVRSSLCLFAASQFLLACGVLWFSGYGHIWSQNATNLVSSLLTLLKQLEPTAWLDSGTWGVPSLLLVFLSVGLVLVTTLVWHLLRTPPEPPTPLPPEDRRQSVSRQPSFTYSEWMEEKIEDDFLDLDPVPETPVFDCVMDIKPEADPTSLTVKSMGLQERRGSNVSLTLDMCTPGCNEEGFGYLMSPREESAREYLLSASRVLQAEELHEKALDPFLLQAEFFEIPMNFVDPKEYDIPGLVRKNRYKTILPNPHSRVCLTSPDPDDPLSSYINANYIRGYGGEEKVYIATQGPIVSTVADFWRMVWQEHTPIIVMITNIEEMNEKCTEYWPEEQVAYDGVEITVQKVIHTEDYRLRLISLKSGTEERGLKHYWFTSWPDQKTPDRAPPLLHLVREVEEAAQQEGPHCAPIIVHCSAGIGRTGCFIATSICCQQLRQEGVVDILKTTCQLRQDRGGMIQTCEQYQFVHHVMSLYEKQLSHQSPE
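material = STEP tyrosine phosphatase | reagent = fluorogenic phosphatase substrate OMFP at 25 µM final | doses = single compound dose of 20 µM, 1% DMSO final | schedule = 20 min reaction, room temperature, in the dark | measured by = fluorescence, 480/540 nm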
LMPTP block: blocks human LMPTP phosphatase. 0.22% of 360,000 active. inhibition, % at 20 µM. AID 651560. recombinant LMPTP-A, OMFP fluorogenic substrate, fluorescence intensity;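 active = compounds that cut the enzyme signal by at least half of the control window in the single-dose screen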;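 also: plate controls were DMSO wells with enzyme plus substrate for no effect and substrate without enzyme for full effect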
Target sequence (P24666 whole entry, looked up): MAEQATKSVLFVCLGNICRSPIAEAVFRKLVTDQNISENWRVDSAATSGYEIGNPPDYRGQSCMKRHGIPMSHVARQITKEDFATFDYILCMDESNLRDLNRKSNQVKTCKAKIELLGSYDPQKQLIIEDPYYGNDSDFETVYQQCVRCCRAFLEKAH
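Test system – LMPTP-A enzyme · Amount – LMPTP-A at 0.625 nM final in the reaction · Buffer or medium – Bis-Tris pH 6.0, DTT, detergent · Reagent – OMFP 400 µM · Doses – single 20 µM dose · Schedule – reaction 50 min, room temperature, dark · Detection – fluorescence intensity of OMFP turnover product · Evaluation – percent inhibition versus substrate-only and uninhibited controls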
NadD block: blocks S. aureus nicotinate mononucleotide adenylyltransferase | purified NadD enzyme, colorimetric absorbance read-out | inhibition, % at 20 µM | 0.78% of 360,000 active; in the data active = inhibition above about 26%; also: some compounds past the cut are filed as inactive
CendR NRP1 mod: modulators of CendR peptide binding to human neuropilin-1. FAM-RPARPAR peptide binding to NRP-1, fluorescence polarization. inhibition, % at 25 µM. 0.85% of 360,000 active. AID 602438;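 active = inhibition or corrected inhibition above about 18%, plus a signal ratio from 0.5 to 1.5, limit read from the data, passing the limit was not always enough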; also: strong numbers were not always called active
SKN-1 block: C. elegans SKN-1 inhibition | C. elegans VP596 Pgst-4::GFP/RFP ratio, acrylamide-induced, 24 h | 0.49% of 360,000 active | inhibition, % at 21.8 µM;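 active = interference check ratio from 0.5 to 1.5 plus GFP to RFP signal ratio inhibition reaching or exceeding a fixed threshold, cut at about 30% in these data, passing the limit was not always enough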; also: some compounds called inactive have numbers as strong as hits
SUMO1-SIM PPI: SUMO1-SIM interaction modulation; 0.33% of 360,000 active; P63165; SUMO1 binding to a labelled peptide, TR-FRET, 1 h; inhibition, % at 20 µM; AID 602429; in the data active = inhibition above about 37%
Target sequence (P63165 whole entry, looked up): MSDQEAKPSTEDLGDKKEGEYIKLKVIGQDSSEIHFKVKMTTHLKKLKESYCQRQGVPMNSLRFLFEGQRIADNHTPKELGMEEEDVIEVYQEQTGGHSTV
Rpn11 inh: inhibitors of human proteasome Rpn11. O00487. calls only at 20 µM. AID 588493. 0.59% of 360,000 active. human 26S proteasome, Ub4-pepOG fluorescence polarization; 20S core pre-blocked with epoxomicin;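 active = inhibition at 20 µM, scaled to each plate's controls, above about 33%, limit read from the data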
MT1-MMP act inh: MT1-MMP (human) activation inhibition | HT1080 RFP-PRO-GFP cells, GFP/RFP ratio fluorescence, overnight; percent of plate control window, DMSO zero | GFP/RFP ratio change, % at 20 µM | AID 651647 | 0.061% of 360,000 active | P50281;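 active = GFP/RFP ratio change of at least 30% with cell ATP level not reduced by more than half and red fluorescence within 50% of control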; also: strong numbers were not always called active
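Material: RFP-PRO-GFP reporter HT1080 cells. Dosing: single-point 20 µM compound, 1% DMSO. Controls: DMSO and RFP-L50D-GFP cell wells. Timing: cells overnight before dosing, compound overnight, 37 °C, 5% CO2. Measure: GFP/RFP fluorescence ratio.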
DNMT1 inh: inhibitors of human DNMT1; P26358; DNMT1 molecular beacon, Hinp1I cleavage, fluorescence; inhibition (reported as % activation of signal), % at 10 µM; 0.83% of 360,000 active; in the data active = inhibition above about 50%
* marks the source's active call; other numbers are inactive results; i = inactive; nt = no result given. Not a hit list; any-hit rate near 3.9%.

SMILES | Scp-1 inhibitor | STEP block | LMPTP block | NadD block | CendR NRP1 mod | SKN-1 block | SUMO1-SIM PPI | Rpn11 inh | MT1-MMP act inh | DNMT1 inh
COc1ccc(NC(=O)CN2CCN(C(=O)c3ccco3)CC2)c(OC)c1 | -7 | -2 | -1.7 | 0 | 8 | -7 | 3 | i | 7 | 5
CCCn1c(/N=C/c2cc(OC)ccc2O)nc2ccccc21 | -7 | -2 | 5.0 | -4 | -2 | -5 | -2 | i | -9 | 4
Cc1cc(C)n(-c2ccc(C(=O)Nc3ccc(C)c(S(=O)(=O)N(C)C)c3)cc2)n1 | -12 | -5 | -0.1 | -1 | -7 | -1 | 16 | i | -1 | -3
CC(C)c1ccccc1NC(=O)c1ccco1 | -3 | 0 | -1.6 | -3 | -13 | -7 | -1 | i | 0 | -5
O=C(Nc1ccc2nc(-c3cccnc3)[nH]c2c1)c1ccccc1F | -8 | 2 | 1.2 | 1 | 2 | 6 | 4 | i | 10 | 1
Cc1cc(NC(=O)COC(=O)c2ccc(S(=O)(=O)C(F)F)cc2)n(-c2ccccc2)n1 | -8 | 1 | -1.0 | -5 | -15 | 16 | 0 | i | 2 | 1
O=C(O)/C=C\C(=O)Nc1ccc(N2CCN(c3ccc(Cl)cc3)CC2)cc1 | -3 | -3 | 2.3 | 6 | 0 | 10 | 0 | i | 6 | 2
O=C(C(c1ccccc1)c1ccccc1)N1CCN(c2ccccn2)CC1 | -1 | 6 | 0.8 | -2 | -72 | 14 | 0 | i | 4 | -3
CN(Cc1cnn(-c2ccccc2)c1)C(=O)c1cccc(S(=O)(=O)Nc2ccccc2F)c1 | nt | -2 | -1.0 | 2 | 10 | 13 | 9 | i | -1 | -3
COc1cc(OC)c(C(=O)OCC(=O)Nc2ccc(S(=O)(=O)N3CCOCC3)cc2)cc1OC | -7 | -4 | -0.3 | 7 | -147 | 14 | -2 | i | 2 | 11
CC(=O)c1ccc(N2CCN(S(=O)(=O)c3ccc4c(c3)CCC(=O)N4)CC2)cc1 | nt | 3 | -0.2 | 0 | -13 | 6 | 5 | i | 7 | 2
CN(C)c1cnn(-c2ccccc2)c(=O)c1Cl | -7 | -2 | -1.3 | -1 | 0 | 15 | -4 | i | -1 | -1
Cc1ccc(CNC(=O)CS(=O)Cc2nc(-c3ccccc3Cl)oc2C)cc1 (stereo not given) | -9 | 2 | 0.6 | -2 | 9 | -2 | -3 | i | 3 | -2
COc1cc2cc(CN(CCc3ccccc3C)C(=S)NCCCN3CCOCC3)c(=O)[nH]c2cc1OC | 2 | 3 | -0.2 | -8 | 19 | -10 | 5 | i | -1 | -2
Cc1nc(SCC(=O)N2CCN(C(=O)c3cccs3)CC2)c2c(C)c(C)sc2n1 | 1 | 3 | 0.7 | 5 | -11 | 11 | 0 | i | -1 | 1
O=C(CN1C(=O)NC2(CCc3ccccc32)C1=O)Nc1ccc(Cl)cc1F (stereo not given) | nt | 0 | -1.7 | -3 | 1 | -8 | 2 | i | 0 | -1
O=C(Nc1ccc2c(c1)OCCO2)C1CCN(C(=O)c2ccc(F)cc2)CC1 | 6 | -2 | -0.1 | -2 | 4 | 13 | 2 | i | -2 | 0
O=C(NNC(=S)Nc1ccc(Cl)cc1Cl)C1CC1 | -10 | -2 | 0.7 | 1 | 0 | 9 | 2 | i | 3 | -1
O=C(O)C(Cc1ccccc1-c1ccccc1)C(=O)O | -11 | 2 | -1.9 | -2 | 6 | -2 | 1 | i | -2 | 1
CCN1CCN(CC(O)COCc2ccccc2)CC1 (stereo not given) | -2 | 0 | -3.0 | -4 | 5 | 7 | -3 | i | 3 | 3
Cc1ccc(NC(=O)C(c2ccc(Cl)cc2)N2CCOCC2)cc1 (stereo not given) | 1 | 4 | -1.0 | -3 | 1 | -4 | -1 | i | 1 | -1
Nc1[nH]c(C(=O)c2ccccc2)c(-c2ccccc2C(F)(F)F)c1C(=O)NCc1ccc(F)cc1 | nt | nt | 0.5 | 2 | 0 | 6 | 4 | nt | 0 | nt
CCN(Cc1ccccc1)Cc1nnnn1Cc1ccccc1 | -1 | 0 | -0.3 | 6 | -6 | 12 | -5 | i | -9 | 0
COc1ccc(N2CCN(C(=O)c3nc4nc(C)cc(C)n4n3)CC2)cc1 | -7 | -6 | -1.4 | -2 | 5 | 0 | 0 | i | 3 | -1
CCc1cccc(NC(=O)CN(C)S(=O)(=O)c2cccc3nsnc23)c1 | -5 | -4 | 0.1 | 1 | 8 | 12 | -30 | i | -1 | -5
CC(=O)N/C(=C\c1ccccc1)C(=O)Nc1ccc(O)cc1 | 1 | 6 | -0.3 | -5 | 6 | -12 | -9 | i | 7 | -6
N#Cc1c(N)sc2c1CCN(CCc1ccccc1)C2 | 0 | -7 | 3.9 | 12 | -38 | 22 | -8 | nt | -35 | 2
Cc1cc(S(=O)(=O)N2CCOCC2)ccc1OCC(=O)NCc1ccccn1 | 8 | -1 | -0.9 | -16 | 4 | 1 | 4 | i | 1 | 0
O=C(NC1CCCCC1)c1cc(Cl)nc2ccccc12 | -3 | 1 | -0.8 | 0 | -11 | 7 | -1 | i | -1 | -3
CC1=C(C(=O)OC2CCCCC2)C(c2ccc(C)o2)C2=C(CC(C)(C)CC2=O)N1 (stereo not given) | -2 | 2 | 1.1 | 0 | -1 | 18 | 0 | i | -8 | -2
O=C1NC[C@H](Cc2ccc(O)cc2)N(C[C@@H]2CCCN2C[C@H](Cc2ccccc2)N2C[C@H](Cc3ccc(O)cc3)N(CC3CCCCC3)C(=O)C2=O)C1=O | nt | nt | 5.1 | 41* | 9 | 13 | 5 | nt | 4 | nt
CC1Sc2ccc(S(=O)(=O)CCC(=O)N3CCN(c4ccccc4)CC3)cc2NC1=O (stereo not given) | 7 | 5 | -0.8 | 8 | 17 | 11 | 0 | i | 3 | 2
CC(=O)C[C@@H]1OC[C@H](CO)N1S(=O)(=O)c1ccc(C)cc1 | nt | nt | -1.4 | nt | -8 | 15 | 0 | nt | 2 | nt
CCC(O)CNc1nc(-n2nc(C)cc2C)nc2sc3c(c12)CC(C)(C)OC3 (stereo not given) | -8 | 0 | -0.1 | 1 | -14 | 20 | 3 | i | 10 | 3
COCCNC(=O)Cn1cnc2c1c(=O)n(C)c(=O)n2C | -4 | -1 | -2.2 | -1 | -15 | 6 | -4 | i | 1 | 0
COc1cccc(NC(=O)CN(C)C(=O)c2cc(Cl)nc3ccccc23)c1 | nt | 2 | 2.4 | -2 | 5 | 4 | -2 | i | 7 | 5
C[C@H](NC(=O)[C@H]1N2C(=O)c3ccccc3C2SC1(C)C)C(=O)N1CCC[C@H]1C(=O)O (stereo not given in full) | 10 | 2 | -1.6 | 4 | 7 | 7 | -4 | i | 1 | -2
CN(C)c1nc(F)c(F)c(S(=O)(=O)c2ccccc2)c1F | -9 | 3 | 1.7 | -4 | 4 | -13 | -7 | i | 1 | -2
Cc1ccc(-n2ccc(=O)c(C(=O)O)n2)cc1 | 10 | 0 | -0.2 | 4 | -2 | 7 | 2 | i | 9 | 1
Cc1ccc(S(=O)(=O)N2CCOCC2)cc1C(=O)OCC(=O)NC1CC1 | 3 | 3 | -0.2 | -3 | 0 | 11 | 5 | i | -2 | -2
CCS(=O)(=O)N1CCN(Cc2ccc([N+](=O)[O-])cc2)CC1 | -1 | -1 | -2.0 | -6 | -11 | -3 | -17 | i | 0 | -6
Cc1nc(-c2cccc(NC(=O)C(C)Oc3ccccc3)c2)cs1 (stereo not given) | 0 | 0 | 0.6 | 2 | 5 | 11 | 2 | i | -1 | 0
Nc1nc(SCC(=O)NCc2ccco2)[nH]c(=O)c1-c1ccccc1 | 0 | -4 | -1.2 | -1 | 1 | 3 | 0 | i | 5 | 4
CSC1=C(C#N)C(c2ccccc2C)C(C#N)=C(N)N1 (stereo not given) | -4 | 0 | -0.7 | -1 | 4 | -19 | -17 | i | -1 | 1
COc1ccc(C2(C(=O)NCCN3CCOCC3)CCOCC2)cc1 | -6 | -3 | -1.8 | -4 | -6 | -4 | -3 | i | 9 | 1
N#Cc1ccsc1NC(=O)C1CCN(C(=O)c2ccc(F)cc2)CC1 | -5 | 0 | 1.0 | 0 | -38 | 0 | 17 | i | -2 | -1
CC(C)(C)OC(=O)CNC(=O)c1[nH]cnc1C(=O)NCCCCCN | -8 | -2 | -2.2 | 1 | 6 | 3 | 2 | i | -3 | 6
Cc1ccc2nc(C)cc(C(=O)OCC(=O)c3ccc(Cl)c([N+](=O)[O-])c3)c2c1 | 1 | 5 | 3.9 | 21 | -12 | -21 | -15 | i | 4 | -5
CCOC(=O)c1cnc2c(C#N)c(C)nn2c1C | 0 | -4 | -1.7 | 4 | -14 | 0 | 3 | i | -2 | -3
O=C(NCc1ccc2c(c1)OCO2)c1nc(Cn2ccc([N+](=O)[O-])n2)no1 | -8 | 0 | 1.8 | -4 | 5 | 3 | -11 | i | -1 | 0
CC1CCN(C(=O)C2CCCN2S(=O)(=O)c2ccc(Cl)cc2)CC1 (stereo not given) | -5 | -2 | -0.4 | -4 | 13 | 12 | -3 | i | -6 | 1
COc1ccc(-c2ccc(CCC(=O)O)n2NC(=O)c2ccc(O)cc2)cc1 | 15 | 2 | -1.3 | 1 | -11 | -7 | 3 | i | 3 | -1
COc1ccc(/C=C2\SC(=S)N(CCC(=O)Nc3cccc(C(=O)O)c3)C2=O)cc1OC | 39 | -2 | 1.3 | 18 | -35 | 9 | -15 | i | -2 | -3
O=C(O)c1cc2cc(Cl)ccc2[nH]1 | -17 | -2 | -2.4 | 4 | 3 | -6 | 6 | i | -4 | 1
Cc1cccc(OCCC(=O)NCC(c2ccccc2)N(C)C)c1 (stereo not given) | -5 | -2 | -3.7 | -5 | -24 | -23 | 0 | i | 2 | -4
C/C(=N\N=C(N)N)c1ccc(Cl)cc1Cl | -3 | 2 | -0.2 | -15 | 4 | -11 | -5 | i | -5 | 0
